G9a inh – inhibitors of human histone lysine methyltransferase G9a. 350,000 tested, 8.8% active. Q96KQ7. AID 504332. G9a H3K9 monomethylation, AlphaScreen, 2 h. Potency, µM (titrated, usually from 102 µM), for inactives: at the highest dose activity, negative = inhibition, actives largely listed as inhibitors; note: potency is the fitted concentration of half-maximal effect; % is set by controls: 0 for no effect and ±100 for the full control effect; nearly all actives have a fitted effect of over 75% in size
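G9a (20 nM) was preincubated 15 min with compound, then reacted 2 h at room temperature with 500 nM biotin-H3K9 peptide and 20 µM SAM. Monomethyl-H3K9 detected by AlphaScreen using anti-H3K9me1 antibody.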
12-LOX inh – inhibitors of human 12S-lipoxygenase ALOX12. Potency, µM (highest dose often 108 µM), without a hit: top-dose activity change, negative = inhibition, hits mostly inhibitors. 580,000 tested, 1.1% active. purified 12hLO, xylenol orange hydroperoxide absorbance. P18054; note: potency is the fitted concentration of half-maximal effect; % is set by controls: 0 for no effect and ±100 for the full control effect
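Hydroperoxide product was detected by ferrous iron/xylenol orange as the 573 to 405 nm absorbance ratio. Arachidonic acid at 40 uM (final) was turned over for 30 min at room temperature by 150 nM human 12hLO, pH 7.0 Hepes buffer, after 15 min compound preincubation.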
JMJD2A Tudor – blocks the human JMJD2A Tudor domain; Potency, µM (highest dose often 114 µM), inactives show at the top dose activity change, negative = inhibition, most hits filed as inhibitors; O75164; 390,000 tested, 4.4% active; AlphaScreen JMJD2A-Tudor / H3K4me3 peptide binding; AID 504339; note: potency is the fitted concentration of half-maximal effect; % is set by controls: 0 for no effect and ±100 for the full control effect; nearly all actives have a fitted effect of over 50% in size
Target sequence (O75164 whole entry, looked up, the tested form may be a part): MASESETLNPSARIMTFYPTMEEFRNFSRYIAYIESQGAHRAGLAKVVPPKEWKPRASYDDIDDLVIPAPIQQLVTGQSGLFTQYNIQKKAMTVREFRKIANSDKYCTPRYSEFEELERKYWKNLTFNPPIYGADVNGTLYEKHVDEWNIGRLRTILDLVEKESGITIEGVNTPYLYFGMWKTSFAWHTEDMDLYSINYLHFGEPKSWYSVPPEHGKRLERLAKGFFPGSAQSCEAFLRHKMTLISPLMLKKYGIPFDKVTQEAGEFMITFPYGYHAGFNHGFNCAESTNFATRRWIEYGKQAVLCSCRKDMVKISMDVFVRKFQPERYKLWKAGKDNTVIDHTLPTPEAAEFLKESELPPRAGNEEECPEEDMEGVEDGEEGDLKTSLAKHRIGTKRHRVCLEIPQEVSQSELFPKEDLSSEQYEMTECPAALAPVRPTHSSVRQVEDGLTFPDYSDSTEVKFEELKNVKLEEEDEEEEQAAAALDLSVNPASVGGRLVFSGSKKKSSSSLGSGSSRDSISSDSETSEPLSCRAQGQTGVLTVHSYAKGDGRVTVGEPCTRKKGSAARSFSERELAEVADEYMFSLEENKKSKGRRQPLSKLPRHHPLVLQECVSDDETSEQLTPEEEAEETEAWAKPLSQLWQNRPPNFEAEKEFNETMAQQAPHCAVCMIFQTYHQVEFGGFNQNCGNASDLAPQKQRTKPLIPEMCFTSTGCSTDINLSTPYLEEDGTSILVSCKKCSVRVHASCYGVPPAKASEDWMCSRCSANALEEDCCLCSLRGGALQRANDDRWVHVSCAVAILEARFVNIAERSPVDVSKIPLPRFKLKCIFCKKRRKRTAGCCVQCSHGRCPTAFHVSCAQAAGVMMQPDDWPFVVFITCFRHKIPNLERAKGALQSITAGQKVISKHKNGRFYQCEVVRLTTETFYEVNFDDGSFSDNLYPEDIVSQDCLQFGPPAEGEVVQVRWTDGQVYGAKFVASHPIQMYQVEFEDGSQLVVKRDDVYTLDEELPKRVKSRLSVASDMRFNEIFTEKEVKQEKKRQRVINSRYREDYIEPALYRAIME
GLS inhibitor – blocks human kidney-isoform glutaminase activity; GLS enzymatic activity, qHTS titration; Potency, µM (top dose mostly 45.5 µM), inactives show at the highest dose activity change, negative = inhibition, usual class: inhibitors; 410,000 tested, 0.21% active; O94925; note: potency is the fitted concentration of half-maximal effect; % is set by controls: 0 for no effect and ±100 for the full control effect
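Coupled fluorescence readout: glutamate oxidase/HRP/Amplex Red detect glutamate formed by hKGA from L-glutamine (1 mM solution added). Buffer 45 mM KH2PO4 pH 8.2, 0.02% Tween-20; reads at t0 and 30 min RT.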
RGS4 inh – human RGS4 inhibition | P49798 | Transcreener GDP fluorescence polarization, RGS4-accelerated GTP hydrolysis | Potency, µM (titrated, usually from 114 µM), inactives show at the highest dose activity change, negative = inhibition, most hits filed as inhibitors | 390,000 tested, 0.039% active | AID 504845; note: potency is the fitted concentration of half-maximal effect; % is set by controls: 0 for no effect and ±100 for the full control effect; nearly all actives have a fitted effect of over 75% in size; some results filed as inactive show a strong effect at the top dose
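MLSMR compounds (23 nl, pin-transferred) preincubated 10 min at room temperature with a 500nM (2x) first reagent, then RGS4 at 900nM (2x) plus Transcreener GDP mix added; fluorescence polarization (620/688 nm) read before and after 90 min at 30 °C.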
PI4K2A block – blocks human PI4K2A kinase activity; Q9BTU6; purified PI4K2A, ADP-Glo luminescence, 1 h; hits give low values; activity change, negative = inhibition, % at 76.9 µM; 420,000 tested, 0.13% active; AID 1346378; in the data active = activity change below about -50%; inconclusive = mostly about -30% to -49%;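 note: -100% = wells without enzyme as full effect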
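Compounds are screened against recombinant PI4K2A using PI as substrate and ATP, the latter dispensed at 300 microM. Reactions run one hour at ambient temperature before ADP-Glo detection; full inhibition defined by wells lacking enzyme.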
HP1b chromo inh – inhibitors of HP1-beta chromodomain binding to methylated histone tails; 390,000 tested, 0.56% active; AlphaScreen HP1-beta / biotin-H3K9me3 peptide binding; Potency, µM (titrated, usually from 114 µM), for inactives: top-dose activity change, negative = inhibition, hits mostly inhibitors; note: potency is the fitted concentration of half-maximal effect; nearly all actives have a fitted effect of over 70% in size; inactives centre near 23
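Compound inhibition of the preformed complex between 50 nM HP1-beta and 50 nM biotinylated H3K9me3 peptide was read by AlphaScreen. Buffer was PBS pH 7.4 with 0.01% Tween-20. Incubations ran 30 min at room temperature, with 10 ug/mL donor/acceptor beads.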
BAZ2B inh – BAZ2B (human) inhibition; Q9UIF8; AlphaScreen BAZ2B-H3K14Ac peptide displacement; Potency, µM (series often up to 114 µM), for inactives: top-dose activity change, negative = inhibition, most hits filed as inhibitors; 360,000 tested, 4.4% active; AID 504333; note: potency is the fitted concentration of half-maximal effect; % is set by controls: 0 for no effect and ±100 for the full control effect; nearly all actives have a fitted effect of over 60% in size
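Inhibition is scored as reduced AlphaScreen emission. The BAZ2B/b-H3(5-23)K14Ac complex (50 nM each) in PBS pH 7.4, 0.01% Tween-20 meets compound (up to 110 uM) for 30 min at RT before bead addition.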
ERG-DNA inh – ERG Ets/DNA interaction inhibition; fluorescence polarization, His-ERG Ets domain / labelled DNA; 370,000 tested, 0.028% active; Potency, µM (titrated, usually from 76.9 µM), for the others: at the top dose FP activity, negative = inhibition, hits mostly inhibitors; P11308; active = well fitted inhibition curve with a large enough effect in the polarisation, with a control signal flat; inconclusive = small, poorly fitted or top-dose-only effect, or effect the other way, or a change in a side signal; inactive = no such curve, though single readings can be large or run the other way; the % refers to the polarisation;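 note: polarization taken with two DNA probes labelled with fluorescein and Texas red; potency is the fitted concentration of half-maximal effect; % of control where 0% means no effect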
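His-tagged ERG Ets domain (1 uM in the protein solution; 300mM KCl, 50mM Tris-HCl, 1mM EDTA, 1mM DTT, pH 7.5) received compound, then a probe mix of 5 nM fluorescein-DNA and 100nM Texas-615-DNA. Fluorescence polarization was read for both dyes.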
Numbers without * were called inactive; ? = inconclusive; · = not tested or not shown; [ ] = remark or other dose. Unless noted, calls come from the whole dose curve; as a rule, active = well fitted curve in the direction sought with a large enough effect; inconclusive = small, poorly fitted or top-dose-only effect, or another doubt; inactive = no such curve, though single readings can be large; an effect the other way counts as inactive or inconclusive. Not all compounds are listed; count on the stated rates, not on these rows.

JMJD2A Tudor | RGS4 inh | PI4K2A block | ERG-DNA inh | BAZ2B inh | GLS inhibitor | G9a inh | HP1b chromo inh | 12-LOX inh | Compound
10% | -22% | 0 | -8% | 3% | -3% | ? | 35% | 7% | CCCc1ccc(OCCNC(=O)C2CCCCC2)cc1
-15% | -11% | -5 | 9% | · | 1% | · | 58% | -1% | C=CC[C@H](CC(=O)N(CCO)Cc1ccccc1)C(=O)N[C@H](COC(=O)[C@@H](CC=C)CC(=O)OC(C)(C)C)Cc1ccccc1
? | -12% | -3 | 6% | 8% | 5% | 14% | 3% | -6% | CCOc1ccc(-c2nnc3sc(COc4ccc(Cl)cc4)nn23)cc1
-35% | -3% | -18 | -6% | -2% | 7% | 28%[0.501 µM] | 21% | ? | Fc1ccc(NC(=S)NCc2ccccn2)cc1
-16% | -33% | -2 | 5% | -7% | 1% | · | 34%[activator] | 1% | NCCSC1CC(=O)N(c2ccc(F)cc2)C1=O (configuration not stated)
-32% | 9% | -4 | -7% | ? | 36%[activator] | 50µM* | -14% | -1% | COc1ccc(N2CCN(c3ccc(N4C(=O)COCC4=O)cc3[N+](=O)[O-])CC2)cc1
-32% | 8% | -4 | 13% | · | 17% | · | 10% | -15% | CC[C@]12c3[nH]c4ccc(OC)cc4c3CCN1C(=O)C(CC(=O)NC/C=C(\C)CCC=C(C)C)C[C@@H]2C(=O)N1CCN(C(=O)C2CC2)CC1 (some centres not stated)
0% | 18% | -6 | 13% | · | 6% | -19%[59 µM] | 32% | -28% | CCn1cc(C(=O)NCc2ccc(Cl)cc2)c(=O)c2cc(S(=O)(=O)N3CCc4ccccc4C3)ccc21
-22% | 11% | 4 | -12% | -10% | 11% | 9%[12.7 µM] | -3% | 0% | Cc1cccc(CN2C(=O)N/C(=C/c3cc(C)n(-c4ccccn4)c3C)C2=O)c1
-17% | -22% | -2 | 5% | -3% | 5% | 29%[12.7 µM] | 13% | · | Cc1cc2cc(CCNC(=O)c3ccc(S(=O)(=O)N4CCOCC4)cc3)c(=O)[nH]c2cc1C
1% | 8% | -2 | -4% | -14% | -1% | 4% | 31% | 2% | Nn1c(SCC(=O)Nc2c(F)cc(F)cc2Br)nnc1C1CCCCC1
-20%[11.4 µM] | 19%[11.4 µM] | 0 | -7% | -13% | ? | -3% | -1% | -3% | CCCOc1ccc(CCC(=O)N/N=C/c2ccncc2)cc1
-6% | 20% | 0 | 3% | · | 0% | · | 45%[activator] | -10% | COc1ccc(-c2c(-c3ccc(S(C)(=O)=O)cc3)sc3ccc(OC)cc23)cc1
-11% | -5% | 9 | 7% | 4% | ? | ? | 17% | -1% | COc1ccc(NC(=S)N(CCCN2CCCCC2)Cc2cccs2)cc1
-7% | -31% | 7 | -5% | ? | -29% | -34%[59 µM] | 44%[activator] | -4% | Cc1ccc(-c2nnc(NCc3ccccc3)c3ccccc23)cc1
31% | 38% | 2 | -3% | 32% | 9% | 41%[59 µM] | 73% | -8% | CCSc1ncnc2sc(C)c(C)c12
6% | -42% | -5 | 8% | -1% | -18% | 13µM* | 9% | 6% | CCOC(=O)c1c(NC(=O)c2cc(-c3cccc(Cl)c3)on2)sc(C)c1C
-24% | -19% | -4 | -5% | -2% | -1% | 11µM* | 18% | -19% | CCN1C(=O)S/C(=C/c2ccc(Sc3nc4ccccc4[nH]3)o2)C1=O
-7% | -5% | -3 | -8% | -2% | 4% | -1%[59 µM] | 36% | 3% | CCOC(=O)c1ccccc1NC(=O)c1c2c(nc3ccccc13)C(=O)N(C1CCCCC1)C2
-30% | 5% | -1 | 6% | -4% | 11% | 11% | 1% | ? | Cc1ccc(C)c(NC(=S)NCCc2ccc(F)cc2)c1
-10% | -10% | -5 | 8% | ? | -6% | · | 48%[activator] | -12% | CCOc1ccc(NC(=O)CC2C(=O)N(c3ccc(OC)c(Cl)c3)C(=S)N2C2CC2)cc1 (configuration not stated)
-19% | 0% | -2 | -1% | -8% | 0% | -29%[12.7 µM] | 37% | -17% | O=C(O)CCCCCNS(=O)(=O)c1c(Cl)cccc1Cl
-29% | 17% | 1 | -2% | -22% | 2% | -4% | -15% | ? | COc1ccc(C(OCC(O)CNC(C)c2ccccc2)c2ccc(OC)cc2)cc1 (configuration not stated)
0.89µM* | 11% | -4 | 3% | · | 3% | · | ? | ? | CCN(c1ccccc1)S(=O)(=O)c1cc(NC(=O)CN2CCN(C)CC2)ccc1Cl
-12% | -3% | -2 | · | -6% | -2% | 50µM* | 24% | ? | Cc1cc2cc(C(c3nnnn3Cc3ccco3)N3CCCCC3)c(=O)[nH]c2cc1C (configuration not stated)

Structural class: the entries above containing fluorine
JMJD2A Tudor | RGS4 inh | PI4K2A block | ERG-DNA inh | BAZ2B inh | GLS inhibitor | G9a inh | HP1b chromo inh | 12-LOX inh | Compound
-35% | -3% | -18 | -6% | -2% | 7% | 28%[0.501 µM] | 21% | ? | Fc1ccc(NC(=S)NCc2ccccn2)cc1
-16% | -33% | -2 | 5% | -7% | 1% | · | 34%[activator] | 1% | NCCSC1CC(=O)N(c2ccc(F)cc2)C1=O (configuration not stated)
1% | 8% | -2 | -4% | -14% | -1% | 4% | 31% | 2% | Nn1c(SCC(=O)Nc2c(F)cc(F)cc2Br)nnc1C1CCCCC1
-30% | 5% | -1 | 6% | -4% | 11% | 11% | 1% | ? | Cc1ccc(C)c(NC(=S)NCCc2ccc(F)cc2)c1

Continuation:
JMJD2A Tudor | RGS4 inh | PI4K2A block | ERG-DNA inh | BAZ2B inh | GLS inhibitor | G9a inh | HP1b chromo inh | 12-LOX inh | Compound
3% | -14% | -4 | 4% | 3% | 5% | 16% | 12% | 160%[activator] | Cc1ccccc1CNC(=O)c1ccccc1C
-30% | -22% | 5 | 10% | · | 1% | · | 18% | 0% | Cc1ccc(NC(=O)CSc2nc3nn(-c4ccccc4)c(=O)c-3c3n2CCCCC3)cc1F
? | 15% | 1 | 5% | -5% | 5% | 2%[59 µM] | 29% | 3% | COc1ccc(C2c3c(-c4ccccc4O)n[nH]c3C(=O)N2CCc2ccccc2)cc1 (configuration not stated)
-15% | 33% | -6 | -6% | -8%[57.1 µM] | 16% | -7% | 14% | -2% | COc1cccc(C(=O)Nc2nc3c(s2)CN(C)CC3)c1
-20% | 2% | -4 | 8% | · | 0% | · | 39%[activator] | 8% | Cc1cccc(NC(=O)c2nc[nH]c2C(=O)NCCCNC(=O)c2[nH]cnc2C(=O)Nc2cccc(C)c2)c1
24% | -32% | 0 | 4% | 16% | · | 11% | 55%[activator] | ? | Cc1cc(OCCCCN2C(=O)NC(C)(C)C2=O)cc(C)c1Cl
-14% | -23% | 6 | 11% | -21% | -5% | -36% | 0% | -13% | O=C(Nc1ccc(Cc2ccncc2)cc1)c1cc([N+](=O)[O-])ccc1N1CCOCC1
-6% | 4% | 2 | 9% | -2% | 3% | -6%[59 µM] | 28% | 5% | CCc1ccc(CNC(=O)CCCn2ccc3cc(S(=O)(=O)N4CCCC4)ccc32)cc1
? | -38% | 4 | 19% | -16% | 5% | ? | -8% | ? | CCN(CC)CCNC(=O)c1ccc(NC(=O)c2cn(-c3ccccc3)nc2-c2cccs2)cc1
0% | -7%[11.4 µM] | 4 | 5% | -5% | 8% | -9% | 57%[activator] | 1% | O=c1c(Cl)c(Cl)cnn1Cc1ccc(F)cc1
-27% | -17% | -9 | 7% | 79µM* | 2% | ? | 38%[activator] | ? | O=C(Nc1ccc2oc(-c3cc(Br)ccc3Cl)nc2c1)c1cc2ccccc2o1
12% | -5% | -9 | -5% | -5% | 4% | 16% | 30%[activator] | -9% | Clc1ccc(-c2nc(C3CCCCC3)no2)cc1
-22% | 25% | 5 | 1% | -2% | 4% | -3%[59 µM] | 12% | ? | Cc1ccc(Cl)cc1N1CCN(C(=O)C2(S(=O)(=O)c3ccc(Cl)cc3)CC2)CC1
-14% | 14% | -4 | 3% | -1% | 6% | 9% | 25% | -8% | O=C(c1ccc(NS(=O)(=O)c2cccc(C(F)(F)F)c2)cc1)N1CCCC1
-4% | 3% | 1 | 2% | 6% | -8% | 24%[59 µM] | 34% | ? | CCOc1ccc(NC(=O)CN2CCN(CC(=O)Nc3ccc4c(c3)OCO4)CC2)cc1
-20% | 2% | 2 | -3% | 25% | -14% | -37%[2.33 µM] | 18% | 6% | COC(=O)CN(C#N)c1nc(SC)nc(N(C)C)n1

Single records, as listed above.
`O=C(Nc1ccc(Cc2ccncc2)cc1)c1cc([N+](=O)[O-])ccc1N1CCOCC1` across the screens: JMJD2A Tudor: -14%; RGS4 inh: -23%; PI4K2A block: 6; ERG-DNA inh: 11%; BAZ2B inh: -21%; GLS inhibitor: -5%; G9a inh: -36%; HP1b chromo inh: 0%; 12-LOX inh: -13%
`O=C(Nc1ccc2oc(-c3cc(Br)ccc3Cl)nc2c1)c1cc2ccccc2o1` across the screens: JMJD2A Tudor: -27%; RGS4 inh: -17%; PI4K2A block: -9; ERG-DNA inh: 7%; BAZ2B inh: 79µM*; GLS inhibitor: 2%; G9a inh: ?; HP1b chromo inh: 38%[activator]; 12-LOX inh: ?
